# Compound activity (PubChem BioAssay)
# PTHR1 agonist – agonists of human PTHR1 parathyroid hormone receptor; Potency, µM (top dose mostly 115 µM), without a hit: at the top dose activation, usual class: activators; HEK293 GP2 PTHR1 cells, GloSensor cAMP luminescence, 1 h; 410,000 compounds, 0.075% hits; Q03431; AID 743266; note: nearly all actives have a fitted effect of over 55% in size; some results filed as inactive show a strong effect at the top dose; inactives centre near -15; many of its hits are not listed in these tables
#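 HEK-293-derived GP2 cells expressing PTHR1 and a GloSensor cAMP reporter, 3,000/well, plated overnight, given luciferin plus IBMX (each 0.5 mM as added) for 1 h at 37 °C, then compound for 1 h at 37 °C. Luminescence was read after 15 min at room temperature.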
# EPAC2 agonist – activates human EPAC2 exchange factor | Q8WZA2 | EPAC2 activation, biochemical qHTS; response scale: 100% = 6.5 mM cAMP response | Potency, µM (series often up to 154 µM), without a hit: top-dose activation, usual class: activators | 360,000 compounds, 0.079% hits; note: nearly all actives have a fitted effect of over 50% in size
# Target sequence (Q8WZA2 whole entry, looked up): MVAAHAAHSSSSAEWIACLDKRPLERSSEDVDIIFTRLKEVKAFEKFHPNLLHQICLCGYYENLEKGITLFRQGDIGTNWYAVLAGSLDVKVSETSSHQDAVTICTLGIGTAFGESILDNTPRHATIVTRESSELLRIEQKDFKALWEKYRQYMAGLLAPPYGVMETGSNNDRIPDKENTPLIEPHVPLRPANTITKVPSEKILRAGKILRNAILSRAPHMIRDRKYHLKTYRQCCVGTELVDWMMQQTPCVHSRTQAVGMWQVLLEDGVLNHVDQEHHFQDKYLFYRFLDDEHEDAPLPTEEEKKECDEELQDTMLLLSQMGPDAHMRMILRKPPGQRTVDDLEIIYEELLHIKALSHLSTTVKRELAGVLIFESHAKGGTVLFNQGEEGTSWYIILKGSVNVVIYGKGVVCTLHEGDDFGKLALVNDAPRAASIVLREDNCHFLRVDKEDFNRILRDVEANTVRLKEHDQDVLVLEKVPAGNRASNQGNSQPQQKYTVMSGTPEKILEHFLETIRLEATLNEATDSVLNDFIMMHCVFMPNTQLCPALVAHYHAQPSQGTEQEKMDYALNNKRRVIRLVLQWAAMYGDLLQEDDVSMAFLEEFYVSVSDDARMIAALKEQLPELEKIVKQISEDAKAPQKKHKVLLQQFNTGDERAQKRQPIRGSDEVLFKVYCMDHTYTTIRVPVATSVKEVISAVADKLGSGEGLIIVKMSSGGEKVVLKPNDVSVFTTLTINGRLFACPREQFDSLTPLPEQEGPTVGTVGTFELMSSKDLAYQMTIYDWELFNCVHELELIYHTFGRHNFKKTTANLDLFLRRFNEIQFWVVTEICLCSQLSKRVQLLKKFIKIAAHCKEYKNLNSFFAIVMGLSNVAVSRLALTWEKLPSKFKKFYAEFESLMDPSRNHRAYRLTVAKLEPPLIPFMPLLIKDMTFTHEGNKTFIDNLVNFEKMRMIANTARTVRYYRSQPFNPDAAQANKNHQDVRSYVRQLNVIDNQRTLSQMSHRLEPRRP
#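 Nucleotide exchange monitored as fluorescence drop when BODIPY-GDP leaves Rap1B. Reaction: 100 nM EPAC2, 250 nM RAP1B-BODIPY-GDP, 50 uM GDP, room temperature, kinetic read over 30 min. Activity expressed relative to 6.5 mM cAMP.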
# EPAC2 antagonist – EPAC2 (human) antagonism; EPAC2 GEF exchange of Rap1B-BODIPY-GDP, fluorescence; Potency, µM (highest dose often 114 µM), without a hit: at the highest dose activity, negative = inhibition, hits mostly inhibitors; 360,000 compounds, 0.18% hits; AID 720708; note: % is set by controls: 0 for no effect and ±100 for the full control effect; nearly all actives have a fitted effect of over 45% in size; many of its hits are not listed in these tables
# EPAC1 agonist – activates human EPAC1 exchange factor | O95398 | AID 720707 | Potency, µM (top dose mostly 154 µM), for the others: top-dose activation, most hits filed as activators | EPAC1 agonist qHTS, biochemical assay; response scale: 100% = response to 6.5 mM cAMP | 360,000 compounds, 0.073% hits; note: nearly all actives have a fitted effect of over 60% in size
#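 Multi-concentration qHTS readout: loss of Rap1B-bound BODIPY-GDP fluorescence driven by 100 nM EPAC1 with excess GDP (50 uM), monitored kinetically at room temperature; agonist response expressed relative to 6.5 mM cAMP.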
# FUS yeast rescue – suppressors of FUS proteinopathy in yeast; AID 1347120; Potency, µM (titrated, usually from 76.6 µM), for the others: at the highest dose growth rescue (activation), actives largely listed as activators; 390,000 compounds, 0.24% hits; S. cerevisiae FUS-expressing, growth rescue, OD600, 24 h;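 note: plate controls were DMSO vehicle for no effect and reference control for full effect; nearly all actives have a fitted effect of over 55% in size; some results filed as inactive show a strong effect at the top dose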
#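 FUS-expressing yeast, raffinose-pregrown, induced in 2% galactose minimal medium at OD 0.005; compounds in a dilution series, 24hr at 30C. Growth restoration read as absorbance at 600 nm. CP55940 positive control, DMSO negative.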
# TDP43 rescue – TDP-43 toxicity inhibition in yeast; TDP-43 expressing yeast growth rescue, BacTiter-Glo, 24 h; Potency, µM (titrated, usually from 46.1 µM), without a hit: at the top dose growth rescue (activation), actives largely listed as activators; 410,000 compounds, 1.8% hits; AID 652104; note: % of control where 0% means no effect; nearly all actives have a fitted effect of over 50% in size
#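 Growth rescue of TDP-43-toxic yeast measured as ATP luminescence (BacTiter-Glo). Cells grown to mid-log in raffinose, induced in galactose at OD600=0.02, exposed to compound 24 hr at 30 deg C.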
# aSyn yeast inh – alpha-synuclein toxicity inhibition in yeast; Yeast expressing alpha-synuclein, growth rescue, BacTiter-Glo, 24 h; Potency, µM (highest dose often 46.1 µM), for inactives: top-dose growth rescue (activation), actives largely listed as activators; 370,000 compounds, 0.14% hits; note: % of control where 0% means no effect; nearly all actives have a fitted effect of over 65% in size
#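 Screening used galactose-induced yeast with toxic alpha-synuclein levels, exposed to compound for 24 hr at 30 deg C. Cell growth, read with BacTiter-Glo luminescence, gave the measured signal.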
# EPAC1 antagonist – blocks human EPAC1 exchange factor | O95398 | EPAC1 GEF assay, Rap1b-BODIPY-GDP exchange fluorescence | Potency, µM (highest dose often 115 µM), inactives show top-dose activity change, negative = inhibition, usual class: inhibitors | 360,000 compounds, 0.14% hits | AID 720709;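 note: plate controls were vehicle for no effect and positive control for full effect; nearly all actives have a fitted effect of over 50% in size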
# An asterisk follows results filed as active; i = inactive; ? = inconclusive; . = not tested or not shown; & = joins results of further samples; [ ] = remark or other dose. Calls come from the whole dose curve; as a rule, active = well fitted curve in the direction sought with a large enough effect; inconclusive = small, poorly fitted or top-dose-only effect, or another doubt; inactive = no such curve, though single readings can be large; an effect the other way counts as inactive or inconclusive. Potency is the fitted concentration of half-maximal effect. Only part of the results is shown; the hit share may differ from the screen's.
[1] O=C(O)CCn1cc(C=C2C(=O)NC(=S)NC2=O)c(-c2cc3ccccc3oc2=O)n1
[2] O=C(c1cccn2c(=O)c3ccccc3nc12)N1CCC2(CC1)OCCO2
[3] Cc1ccc2c(c1)C1CN(C)CCC1N2C(=O)c1cccs1 (configuration not stated)
[4] Cc1c(N=Cc2c(O)n(Cc3ccccc3)c(=O)[nH]c2=O)c(=O)n(-c2ccccc2)n1C
[5] Cc1ccccc1-n1c(O)c(/C=N/N2CCOCC2)c(=O)[nH]c1=S
[6] Cc1ccc(C(=O)NC(=S)NNS(=O)(=O)c2ccc(C)cc2)cc1
assay / entry,1,2,3,4,5,6
PTHR1 agonist,i,i,i,i,i,-4%
EPAC2 agonist,1%,4%,-1%,-3%,5%,-2%
EPAC2 antagonist,8%,5%,2%,3%,2%,-1%
EPAC1 agonist,11%,-1%,5%,-3%,12%,-8%
FUS yeast rescue,-2%,1%,-2%,7%,0%,9%
TDP43 rescue,2%,-26%,-17%,14%,11%,-77%[inhibitor]
aSyn yeast inh,2%,1%,-10%,-4%,4%,-33%[inhibitor]
EPAC1 antagonist,-3%,-2%,-19%,-7%,-7%,23%

[7] COC(=O)C1=C(c2ccc(Cl)c(C(F)(F)F)c2)C[C@@H]2CC[C@H]1N2C(=O)NC1CCCCC1
[8] O=C(c1csc2c1CCCCC2)N1CCC2(CC1)OCCO2
[9] CCN1C[C@]2(COC)CC[C@H](O)[C@@]34C5C[C@H]6[C@H](O)C5[C@](O)(C[C@H]6OC)[C@@H]([C@H](OC)C23)[C@@H]14 (some centres not stated)
[10] Cc1ccc2c(Cl)cc(Cl)c(O)c2n1
[11] O=C1CCCN1CC#CCN1CCCC1
[12] C[C@H](CO)N1C[C@H](C)[C@H](CN(C)C(=O)Oc2ccccc2)OCc2cnnn2CCCC1=O
assay / entry,7,8,9,10,11,12
PTHR1 agonist,i,i,-15%,-2%,-24%,-14%
EPAC2 agonist,-5%,-3%,6%,20%,1%,3%
EPAC2 antagonist,-26%,-8%,0%,-11%,5%,6%
EPAC1 agonist,-28%,9%,-17%,-6%,5%,4%
FUS yeast rescue,43%,3%,-8%,-11%,-35%,-18%
TDP43 rescue,?,-1%,4%,-38%[inhibitor],0%,0%
aSyn yeast inh,-7%,19%,-6%,?,-1%&6%&1%,-1%
EPAC1 antagonist,-13%,6%,2%,-24%,-9%,20%

[13] Oc1ccccc1O
[14] O=c1[nH]c(=S)n(Cc2ccc(F)cc2)c(O)c1C=NCCCn1ccnc1
[15] CCCCCCN=C(C)c1c(O)n(CCCC)c(=O)[nH]c1=O
[16] CC(C)NC(C)Cc1ccc(I)cc1 (configuration not stated)
[17] COC(=O)C1=C(c2ccc(F)cc2OCc2ccccc2)C[C@@H]2CC[C@H]1N2C(=O)NCc1ccccc1OC
[18] S=C(c1ccc(Cl)cc1)N1CCOCC1
assay / entry,13,14,15,16,17,18
PTHR1 agonist,-33%[inhibitor],i,-11%[57.5 µM],-22%,-13%,-1%[57.5 µM]
EPAC2 agonist,9%,6%,-11%,-3%,10%,2%
EPAC2 antagonist,-6%,1%,10%,13%,-6%,8%
EPAC1 agonist,-4%,-1%,-2%,-5%,-12%,5%
FUS yeast rescue,-6%,16%,18%,-32%,39%,0%
TDP43 rescue,3%,-1%,-3%,14%,2%,8%
aSyn yeast inh,-7%&-5%,-8%,-5%,-8%&4%,1%,-6%
EPAC1 antagonist,-7%,-18%,1%,-28%,21%,8%

[19] CN(C)c1ccc(P(=S)(N(C)C)N(C)C)cc1
[20] CC(C)CCC1(CCc2ccncc2)C(=O)NC(=O)NC1=O
[21] CCc1sc(C(=O)N2CCC3(CC2)OCCO3)cc1Br
[22] CCN(CC)CCN1Cc2ccccc2C1=N
[23] O=P(OC1=CCCCC1)(c1ccccc1)c1ccccc1
[24] Cn1c(O)c(C(=O)c2ccccc2Cl)c(=O)n(C)c1=O
assay / entry,19,20,21,22,23,24
PTHR1 agonist,i,?,i,i,-28%,i
EPAC2 agonist,1%,-3%,-3%,2%,5%,1%
EPAC2 antagonist,-3%,-3%,8%,-2%,?,-7%
EPAC1 agonist,4%,8%,-5%,-6%,8%,1%
FUS yeast rescue,25%,20%,5%,1%,21%,.
TDP43 rescue,-11%,5%,-7%,12%,2%,-14%
aSyn yeast inh,-1%,-6%,-14%,1%,1%,2%
EPAC1 antagonist,3%,5%,14%,4%,-10%,-8%

[25] COc1ccc(OC)c(CC(=O)N(C)C2CCCN(Cc3ccccc3F)C2)c1 (configuration not stated)
[26] NC(=O)Cn1cc(C(=O)c2ccccc2)c2ccccc21
[27] O=c1c2ccccc2nc(-c2ccc(-c3ccccc3)cc2)n1-c1ccncc1
[28] CC[C@@H](CO)NC(=O)[C@@H]1C=C2c3cccc4[nH]cc(c34)C[C@H]2N(C)C1
[29] O=C1NCN(c2ccccc2)C12CCN(C(c1nnnn1-c1ccc3c(c1)OCCO3)C1CC1)CC2 (configuration not stated)
[30] CC1CCCCN1Cc1c[nH]c2ccccc12 (configuration not stated)
assay / entry,25,26,27,28,29,30
PTHR1 agonist,-57%[inhibitor],i,i,i,-9%,i
EPAC2 agonist,4%,-2%,23%,6%,4%,5%
EPAC2 antagonist,-7%,1%,-19%,-7%,8%,-4%
EPAC1 agonist,11%,-5%,23%,-6%,5%,-5%
FUS yeast rescue,-4%,12%,17%,-16%,2%,-3%
TDP43 rescue,12%,-20%[1.82 µM],?,12%,11%,2%
aSyn yeast inh,4%,-8%,?,3%&2%,-6%,19%
EPAC1 antagonist,11%,0%,-19%,12%,4%,-7%

[31] COCCNCCOc1ccc(C(C)(C)c2ccccc2)cc1
[32] COc1cccc(CNCCc2c[nH]c3ccccc23)c1
[33] Nc1c(C(=O)Nc2ccc(F)c(Cl)c2)sc2nc3c(cc12)N1CCC3CC1
[34] COc1cc(Cl)c(C)cc1NC(=O)CCCn1c(=O)oc2ccccc21
[35] Cc1c(OC(=O)N(C)C)ccc2c1O/C(=C\c1ccco1)C2=O
[36] CCCCCCn1c(O)c(C=NC2CCCCC2N)c(=O)[nH]c1=O (configuration not stated)
assay / entry,31,32,33,34,35,36
PTHR1 agonist,-4%,i,-30%,i,-7%,i
EPAC2 agonist,0%,-6%,.,4%,0%,-17%
EPAC2 antagonist,-17%,?,.,-15%,11%,-1%[57.1 µM]
EPAC1 agonist,-1%,9%,.,3%,3%,6%
FUS yeast rescue,12%,0%,15%,.,30%,1%
TDP43 rescue,-8%,1%,-6%,?,3%,-7%
aSyn yeast inh,1%,3%,-3%,10%,14%,0%
EPAC1 antagonist,-12%,-7%,.,?,3%,6%

# The last 4 entries of the section above are carried over, then new ones follow:
[33] Nc1c(C(=O)Nc2ccc(F)c(Cl)c2)sc2nc3c(cc12)N1CCC3CC1
[34] COc1cc(Cl)c(C)cc1NC(=O)CCCn1c(=O)oc2ccccc21
[35] Cc1c(OC(=O)N(C)C)ccc2c1O/C(=C\c1ccco1)C2=O
[36] CCCCCCn1c(O)c(C=NC2CCCCC2N)c(=O)[nH]c1=O (configuration not stated)
[37] ClCCN1CCN(c2ccnc3cc(Cl)ccc23)CC1
[38] O=S1(=O)CC2(N3CCOCC3)CCCCCCC21 (configuration not stated)
[39] Cc1ccccc1N1C(=O)NC(=O)/C(=C\c2ccc3c(c2)CCCN3Cc2ccccc2)C1=O
[40] COC(=O)C1=C(c2cccc(OC)c2OC)C[C@@H]2CC[C@H]1N2C(=O)NCC1CC1
[41] CCC(=O)Nc1nc2ccccc2n1CCN(C)C
[42] CCN(CC)c1ccc(CN(C)CCc2ccc(OC)c(OC)c2)cc1
assay / entry,33,34,35,36,37,38,39,40,41,42
PTHR1 agonist,-30%,i,-7%,i,-17%,i,-33%[inhibitor],i,?,-2%
EPAC2 agonist,.,4%,0%,-17%,0%,9%,-3%,12%,11%,3%
EPAC2 antagonist,.,-15%,11%,-1%[57.1 µM],-18%,3%,-5%,-7%,-1%,8%
EPAC1 agonist,.,3%,3%,6%,15%,4%,12%,-14%,2%,3%
FUS yeast rescue,15%,.,30%,1%,-7%,1%,?,-16%,7%,6%
TDP43 rescue,-6%,?,3%,-7%,19%,-7%,3%,-1%,-4%,-23%
aSyn yeast inh,-3%,10%,14%,0%,5%,3%,10%,0%,-3%,-3%
EPAC1 antagonist,.,?,3%,6%,-5%,-17%,35µM*,6%,3%,5%

[43] N#CC(C#N)=Cc1ccc(C=C(C#N)C#N)cc1
[44] C[C@@H]1C(=O)O[C@@H]2CC34[C@H]5C[C@@H](C(C)(C)C)C36[C@H](OC(=O)[C@@H]6O)OC4(C(=O)O5)[C@@]12O (some centres not stated)
[45] CCOc1ccc(OC(=O)c2ccc3c(=O)n4c(nc3c2)CCC4)cc1
[46] O[C@H]1[C@H](O)[C@@H](O)CN2CC[C@H](O)[C@H]12
[47] CCN1CCN(S(=O)(=O)c2ccc(Cl)c(C(=O)Nc3ccc(C(=O)N(CC)CC)cc3)c2)CC1
[48] COc1ccc2c(c1)CC1(CN2C)C(=O)NC(=O)N(CCc2ccccc2)C1=O (configuration not stated)
assay / entry,43,44,45,46,47,48
PTHR1 agonist,-32%[inhibitor],-32%[inhibitor],-31%[inhibitor],-39%[inhibitor],i,-14%[57.5 µM]
EPAC2 agonist,-2%,8%,-1%,-4%,0%,2%
EPAC2 antagonist,-11%,-6%,-20%,9%,5%,3%
EPAC1 agonist,-4%,7%,-15%,-6%,-8%,2%
FUS yeast rescue,-2%,-19%,40%,-43%,-3%,?
TDP43 rescue,-2%,24%,7%,?,1%,-7%
aSyn yeast inh,3%,-2%,-1%,4%,-4%,1%
EPAC1 antagonist,?,1%,-12%,-13%,4%,3%

[49] COC[C@H]1OC(=O)c2coc3c2[C@@]1(C)C1=C(C3=O)[C@@H]2CCC(=O)[C@@]2(C)C[C@H]1OC(C)=O
[50] O=C(CCl)Nc1nccs1
[51] COC(=O)C1=C(c2ccccc2)C[C@@H]2CC[C@H]1N2C(=O)NCCO
[52] Cc1cc(N(CCCl)CCCl)ccc1/C=N/NC(=O)c1ccco1
[53] Cc1ccc2c(c1)CC1(CN2C)C(=O)NC(=O)N(c2ccc(C)c(C)c2)C1=O (configuration not stated)
assay / entry,49,50,51,52,53
PTHR1 agonist,?,-36%[inhibitor],i,-16%,-7%[57.5 µM]
EPAC2 agonist,15%,14%,3%,2%,6%
EPAC2 antagonist,-12%,6%,1%,-2%,4%
EPAC1 agonist,24%,18%,-10%,1%,4%
FUS yeast rescue,.,-7%,-32%,11%,4%
TDP43 rescue,-82%[inhibitor],9%,14%,18%,-5%
aSyn yeast inh,-31%[inhibitor],4%,-5%,-4%,12%
EPAC1 antagonist,-2%,8%,3%,-19%,-11%
